# Bioassay records from PubChem.
# N370S GC: qHTS Assay for Inhibitors and Activators of N370S glucocerebrosidase as a Potential Chaperone Treatment of Gaucher Disease; Lysosomal acid glucosylceramidase (Homo sapiens), P04062; N370S GC spleen homogenate, 4MU-glucoside fluorescence; Potency, µM (doses to about 59.4 µM), for the others: top-dose activity change, negative = inhibition, hits mostly inhibitors; hit rate 0.092% among 330,000; AID 2101, 2009;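 further: 0% = full enzyme activity and -100% = no enzyme basal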
# TDP1 cell noCPT: qHTS for Inhibitors of human tyrosyl-DNA phosphodiesterase 1 (TDP1): qHTS in cells in absence of CPT; DT40 Tdp1-/- hTDP1 cells, no CPT, ATP luminescence, 48 h; Potency, µM (series often up to 46.2 µM), inactives show top-dose activity change, negative = growth inhibition, most hits filed as inhibitors; hit rate 15% among 420,000; further: nearly all actives have a fitted effect of over 55% in size
#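 Cells were dispensed at 400 per well, compounds added by pin tool, plates incubated ≥48 hr at 37 °C, then CellTiter-Glo added for 30 min at room temperature before luminescence reading. Line: DT40 Tdp1-/- complemented with hTDP1; camptothecin omitted.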
# TDP1 inh: qHTS Assay for Inhibitors of Tyrosyl-DNA Phosphodiesterase (TDP1); hit rate 0.28% among 350,000; Potency, µM (titrated, usually from 130 µM), without a hit: at the highest dose activity change, negative = inhibition, most hits filed as inhibitors; Tyrosyl-DNA phosphodiesterase 1 (Homo sapiens), Q9NUW8; recombinant TDP1, AlphaScreen DNA substrate cleavage; further: nearly all actives have a fitted effect of over 40% in size
# Target sequence (Q9NUW8 whole entry, looked up): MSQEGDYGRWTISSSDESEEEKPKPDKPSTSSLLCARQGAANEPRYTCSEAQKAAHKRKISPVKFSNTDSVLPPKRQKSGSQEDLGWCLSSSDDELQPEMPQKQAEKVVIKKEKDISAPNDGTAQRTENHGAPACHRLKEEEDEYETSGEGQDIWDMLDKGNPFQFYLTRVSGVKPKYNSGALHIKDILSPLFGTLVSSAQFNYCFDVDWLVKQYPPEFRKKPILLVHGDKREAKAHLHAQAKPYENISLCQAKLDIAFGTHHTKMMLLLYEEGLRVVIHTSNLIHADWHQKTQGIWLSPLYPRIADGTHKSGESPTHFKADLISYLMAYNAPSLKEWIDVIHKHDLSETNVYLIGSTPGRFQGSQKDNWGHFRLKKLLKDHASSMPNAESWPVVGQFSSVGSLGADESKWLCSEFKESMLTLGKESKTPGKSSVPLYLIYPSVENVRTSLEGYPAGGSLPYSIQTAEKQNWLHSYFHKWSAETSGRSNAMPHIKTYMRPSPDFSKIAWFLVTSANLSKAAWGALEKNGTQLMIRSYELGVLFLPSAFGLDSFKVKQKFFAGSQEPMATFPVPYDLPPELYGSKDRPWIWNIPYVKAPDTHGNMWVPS
#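 Recombinant E. coli-expressed Tdp1 (1 nM) preincubated with compound 15 min at RT, then 5'-biotin/3'-phosphotyrosine-FITC DNA substrate (15 nM) added for 5 min. AlphaScreen beads (10 ug/ml) added, 10 min RT; tyrosine-FITC cleavage read as signal loss.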
# * = called active by the depositor; ? = inconclusive; · = not tested or not shown; & = joins results of further samples; ! = a repeat was not active; [ ] = another dose, or the depositor's remark. The call rests on the fitted dose curve; in most records, active means well fitted curve in the direction sought with a large enough effect; inconclusive means small, poorly fitted or top-dose-only effect, or another doubt; inactive means no such curve, though single readings can be large; an effect the other way counts as inactive or inconclusive. Unless noted, on the % scale 0 is the no-effect control and ±100 the full control effect; potency means the concentration at half of the fitted maximal effect. Only part of the results is shown; rates above refer to the full screens.
# The first 6 entries, ahead of the listing:
SMILES,N370S GC,TDP1 cell noCPT,TDP1 inh
COc1ccc(Nc2nc(N3CCN(C)CC3)nc3ccccc23)c(OC)c1,6%,?,2%
O=C(c1cccc2ccccc12)C1CCCN(Cc2ccon2)C1 (stereo unspecified),-4%,?,2%
CCCCCc1nc2ccccc2c(=O)n1-c1ccc(Cl)cc1[N+](=O)[O-],19%,?,8%
Cc1nc2ccccc2c(=O)n1-c1ccc(C(=O)O)cc1,-11%,24%,3%
CC(=O)Nc1cc(C(=O)N2CCC3(CC2)OCCO3)ccc1Sc1ccc(C)cc1,4%,-9%,-7%
Cc1nc2c(-c3ccc(F)cc3)c(C)nn2c(C)c1CCC(=O)N1CCC2(CC1)OCCO2,-2%,-13%,7%

# All compounds of this part, previewed entries included:
SMILES,N370S GC,TDP1 cell noCPT,TDP1 inh
COc1ccc(Nc2nc(N3CCN(C)CC3)nc3ccccc23)c(OC)c1,6%,?,2%
O=C(c1cccc2ccccc12)C1CCCN(Cc2ccon2)C1 (stereo unspecified),-4%,?,2%
CCCCCc1nc2ccccc2c(=O)n1-c1ccc(Cl)cc1[N+](=O)[O-],19%,?,8%
Cc1nc2ccccc2c(=O)n1-c1ccc(C(=O)O)cc1,-11%,24%,3%
CC(=O)Nc1cc(C(=O)N2CCC3(CC2)OCCO3)ccc1Sc1ccc(C)cc1,4%,-9%,-7%
Cc1nc2c(-c3ccc(F)cc3)c(C)nn2c(C)c1CCC(=O)N1CCC2(CC1)OCCO2,-2%,-13%,7%
C/C=C/C=O,3%,·,6%
COc1ccc(C(Nc2cccc([N+](=O)[O-])c2)P(=O)(OC(C)C)OC(C)C)cc1 (stereo unspecified),5%,16µM*,·
CCOC(=O)c1c(C)n(Cc2ccco2)c2ccc(O)cc12,4%,2%,·
CCN1CCN(c2cn[nH]c(=O)c2Cl)CC1,-8%,4%,-5%
O=C(C1CCC(=O)N1C1CCCCC1)N1CCC2(CC1)OCCO2 (stereo unspecified),9%,-8%,1%
CNC(C)[C@@H](O)c1ccccc1 (stereo partly specified),-29%,·,-4%[56.1 µM]
Oc1ccc(C2NCc3ccccc3-n3cccc32)cc1Cl (stereo unspecified),-21%&-7%,?,9%&9%
Cc1c(C)c2ccc(OCC(=O)N3CCN(Cc4ccccc4)CC3)cc2oc1=O,·,12%,1%
CCCCCn1c(NC(=O)c2ccco2)c(C(=O)OCC)c2nc3ccccc3nc21,15%,16µM*,3%
Fc1ccc(NC(=S)NC2CC3CCC(C2)N3Cc2ccco2)cc1 (stereo unspecified),-8%,?,1%
NCCc1ccc(OCc2ccccc2)c(OCc2ccccc2)c1,·,12µM*,3%
N#CC(C#N)=NNc1ccc(OC(F)(F)F)cc1,-6%&-18%&-20%,1.1µM*,22%&23%&22%
Cc1ccc(N2CCN(CCc3ccccc3)CC2)cc1,2%,?,6%
CC1(C)CN=C(Nc2ccc(F)c(Cl)c2)S1,?,-22%,1%
CCCCn1c(C)c(C(=O)OCC)c2c(CN3CCCC3)c(O)ccc21,-11%,12µM*,·
COc1ccc2c(c1)C13CCCCC1C(C2)N(C)CC3 (stereo unspecified),3%,·,6%[56.1 µM]
Cc1cc(O)c(CN2CCN(c3ccccc3)CC2)cc1C,-2%,-7%,-1%
O=C(NCc1ccc(Cl)cc1)C1CCCN(C(=O)c2cnn(-c3ccc(F)cc3)c2-n2cccc2)C1 (stereo unspecified),·,5.8µM*,6%
O=c1c2ccccc2nc(-c2ccco2)n1-c1ccccn1,-1%,?,1%
SMILES,N370S GC,TDP1 cell noCPT,TDP1 inh
NC(=O)OCCCc1ccccc1,·,21µM*!,6%
CC(C)(C)n1c(O)c(C=Nc2ccc3c(c2)CCC3)c(=O)[nH]c1=O,25%,?,-2%
COc1ccc(Cl)cc1C(=O)C1CCCN(Cc2cnc(C)s2)C1 (stereo unspecified),21%,?,3%
COc1ccc(C2SCC(=O)Nc3c2c(=O)[nH]n3C2CCCCCC2)cc1 (stereo unspecified),-1%,-30%,4%
O=C1NC(=O)N(CCC2=CCCCC2)C(=O)/C1=C/c1ccc(O)cc1,0%,7%,1%
O=S(=O)(c1ccccc1C(F)(F)F)N1CCN(c2ncnc3sccc23)CC1,·,8.2µM*,1%
Cc1cccc(OP(=O)(Oc2ccccc2)OC(c2ccccc2)C(F)(F)F)c1 (stereo unspecified),6%,18µM*,5%
N#Cc1c(/N=C/c2ccc(O)cc2O)sc2c1C1CCN2CC1,-1%,-30%,5%
O=C(Cc1ccccc1[N+](=O)[O-])N1CCN(Cc2ccc3c(c2)OCO3)CC1,-5%,-18%,3%
COc1ccc(Cc2c(O)[nH]c(=O)[nH]c2=O)c(OC)c1,8%,12%,4%
CCCNS(=O)(=O)c1ccc(OCC(=O)N2CCN(C)CC2)cc1,4%,1%,5%
CCOP(=O)(OCC)C(Nc1cccc([N+](=O)[O-])c1)c1ccc(OC)cc1 (stereo unspecified),-5%,13µM*,·
CSc1ccc(CN2CCN(c3ccccc3C)CC2)cc1,1%,?,·
O=P(Nc1cccnc1)(Oc1ccccc1)Oc1ccccc1,14%,-11%,-3%
COC1C(O)C(C)O[C@@H](OC2CC[C@@]3(C)C4CC[C@]5(C)C(C6=CC(=O)OC6)CC[C@@]5(O)C4CC[C@@H]3C2)C1O (stereo partly specified),4%,0.65µM*,14%[56.1 µM]
CC(C)c1ccc(N2C(=O)NC(=O)/C(=C/C=C/c3ccco3)C2=O)cc1,2%,4.6µM*,0%
CCOC(=O)C1(CCc2ccccc2)CCN(Cc2ccco2)CC1,-1%,?,·
O=C(C1CCN(c2nc3ccc(Br)cc3s2)CC1)N1CCC2(CC1)OCCO2,-7%,12µM*,6%
CC1=NN=C(c2ccc(N)cc2)c2cc3c(cc2C1)OCO3,5%&5%&0%,27µM*,-7%&19%[56.1 µM]
Cl.Cl.Cl.Cl.Cl.Cl.N.N.N.N.NNNNN.NNNNN.O.O.[Ru].[Ru].[Ru],-3%,?,20%
Cc1c(NC(=O)C(C)OC(=O)Cc2ccccc2)c(=O)n(-c2ccccc2)n1C (stereo unspecified),5%,3%,1%
COC(=O)C1=C(c2cccc(C#N)c2)C[C@@H]2CC[C@H]1N2C(=O)N1CCCC1,·,18µM*,0%
CC1(C)C2SCC(=O)N2CCN1CC(=O)NN (stereo unspecified),-5%,-21%,1%
COc1ccccc1N(CC(=O)NC1CCCCC1)C(=O)c1cnn(C(C)C)c1,20%,2%,5%
CC(=O)OC1N=C(c2ccccc2)c2ccccc2NC1=O (stereo unspecified),5%,-5%,-3%
SMILES,N370S GC,TDP1 cell noCPT,TDP1 inh
CN(C)CCN(C)CCc1ccc(Cl)c(Cl)c1,2%&-4%,21µM*,10%&7%
CC(C)C1C(=O)N2CCC[C@H]2[C@]2(O)O[C@](NC(=O)[C@@H]3C=C4c5cccc6[nH]cc(c56)C[C@H]4N(C)C3)(C(C)C)C(=O)N12 (stereo partly specified),-11%,?,12%
Cc1cccc(NP(C)(=O)c2nc3c(s2)CCCC3)c1 (stereo unspecified),7%,-26%,3%
COC(=O)C1=C(c2ccc(F)cc2F)C[C@@H]2CC[C@H]1N2C(=O)N1CCOCC1,·,?,1%
Cc1ccc(NC(=O)CCNC(=O)N2C[C@H]3C[C@@H](C2)c2cccc(=O)n2C3)c(C)c1,1%,0%,·
CCOc1ccccc1-n1c(O)c(C=NCc2ccc3c(c2)OCO3)c(=O)[nH]c1=O,12%,3%,-2%
CN(C)C(Cc1ccc(C#N)cc1)C(=O)c1ccccc1 (stereo unspecified),-9%,-18%,0%
O=C(Nc1cccc(Cl)c1)c1cnc2sc(N3CCCC3)nn2c1=O,·,?,10%
CC(Cl)(Cl)/C(=N/P(=S)(N1CCOCC1)N1CCOCC1)N1CCOCC1,-6%,3%,·
CN1CCN(C(=O)COc2ccc3ccccc3c2Br)CC1,-18%,-1%,2%
O=c1cccc2n1CC1CC2CN(S(=O)(=O)c2ccc(F)cc2)C1 (stereo unspecified),-2%,6%,6%
Cc1c(C(=O)N2CCC3(CC2)OCCO3)sc2ncnc(N3CCN(c4ccccn4)CC3)c12,-12%,16µM*,-1%
COC(=O)C1C2c3ccccc3C(c3ccccc32)C1C(=O)OC (stereo unspecified),5%,?,0%
Clc1ccccc1CN1CCN(c2ccccc2)CC1,·,-4%,-4%
Cc1ccc(Cn2cccc(C(=O)Nc3cc(C)on3)c2=O)cc1,·,-5%,5%
Cn1ncnc2c(=O)n(C)c(=O)nc1-2,-15%,0.29µM*,6%
O=C1CCCC2C3CCCN4CCCC(CN12)C34 (stereo unspecified),18%,-4%,-8%
Cc1ccc(NP(=O)(Nc2ccc(C)cc2)Oc2ccccc2)cc1,9%,?,3%
Oc1c(Cl)cccc1Cl,1%,·,3%
O=c1c2ccccc2nc(/C=C/c2ccc3c(c2)OCO3)n1-c1ccccc1,-22%,23µM*,-2%
CCN(C[C@H]1N[C@@](C)(C(=O)OC)[C@H]2C(=O)N(Cc3ccccc3)C(=O)[C@@H]12)C(=O)Nc1ccc(C)cc1,·,?,1%
C[C@H](NC(=O)N1C[C@H]2C[C@@H](C1)c1cccc(=O)n1C2)C(=O)Nc1cccc(F)c1,-4%,12%,·
CCCC(=O)Nc1ccc(N2CCN(CC)CC2)c(Cl)c1,-2%,?,5%
c1cnc(N2CC[C@@]3(CCCNC3)C2)nc1,-5%,-25%,·
C[C@]12CCC3C(CC[C@H]4C[C@@H](O)CC[C@]34C)C1C[C@@H](Br)[C@@H]2O (stereo partly specified),·,-19%,-2%

# A portion of the results above, for reference:
SMILES,N370S GC,TDP1 cell noCPT,TDP1 inh
Oc1c(Cl)cccc1Cl,1%,·,3%
O=c1c2ccccc2nc(/C=C/c2ccc3c(c2)OCO3)n1-c1ccccc1,-22%,23µM*,-2%

# (listing goes on)
SMILES,N370S GC,TDP1 cell noCPT,TDP1 inh
COc1ccccc1CNCC(=O)Nc1cc(S(=O)(=O)N2CCCCC2)ccc1C,·,?,3%
COC(=O)[C@H]1[C@H](c2ccccc2)C(=O)[C@@]2(O)c3ccccc3O[C@@]12c1ccccc1,4%[12.8 µM],·,4%[21 µM]
COc1ccc(OC)c(CCNCc2c(C(=O)O)c(C)n(Cc3ccc(F)cc3Cl)c2C)c1,·,?,10%
Cc1ccc(NC(=O)Nc2cc3c(cc2N2CCCCC2)n(C)c(=O)n3C)cc1Cl,·,7.3µM*,5%
C/C(=N\N1CCCCCC1)c1c(O)n(-c2ccc(C)cc2)c(=O)[nH]c1=O,-18%,-25%,-2%
c1cc2c(cc1CCNC1C3CC4CC(C3)CC1C4)OCO2 (stereo unspecified),7%,?,·
O=C(Nc1cc(C(F)(F)F)cc(C(F)(F)F)c1)c1cccn(Cc2ccccc2Cl)c1=O,·,?,-5%
Cc1ccc2occ(CN3CC4CC(C3)c3cccc(=O)n3C4)c(=O)c2c1 (stereo unspecified),5%,-24%,0%
CCOC(=O)Cn1cc(C=C2C(=O)N(C)C(=O)N(C)C2=O)c2ccccc21,-8%,-4%,·
CCOc1ccc(NC(=O)Cn2cc(C(=O)c3ccccc3)c3ccccc32)cc1,·,?,0%
CC(=NCCCN1CCOCC1)c1c(O)[nH]c(=O)[nH]c1=O,-21%,-8%,-2%
CC(C)OC12Oc3ccccc3C=C1N1CCC2CC1 (stereo unspecified),3%,-18%,2%
COc1ccccc1-n1c(O)c(/C=N/N2CCCCC2)c(=O)n(-c2ccccc2OC)c1=S,-8%,6%,·
OCCBr,0%,·,5%
Cc1ccc(NC(=O)C2CCN(C(=O)c3cnn(-c4ccccc4)c3-n3cccc3)CC2)cc1Cl,·,13µM*,5%
COc1ccc(OC)c(CN2CCN(C(=O)COc3cccc(C)c3)CC2)c1,10%,?,-5%
C[C@@H]1CN(C2CCC(C#N)(c3ccc(F)cc3)CC2)CC[C@]1(C(=O)O)c1ccccc1 (stereo partly specified),-11%,9%,·
C/C(=N\NC(=O)c1ccccc1O)c1c(O)n(Cc2ccccc2)c(=O)[nH]c1=O,-2%,-8%,1%
COc1cccc(-c2nc(CS(=O)CC(=O)N3CCC4(CC3)OCCO4)c(C)o2)c1 (stereo unspecified),16%,3%,-10%
COc1ccccc1CCNCc1ccc(OC)c(OC)c1OC,-19%,12µM*,3%
CCCCCCCCc1[se]c2ccccc2c1[Se]c1ccccc1,-15%,·,6%
CC[C@@]1(O)C(=O)OCc2c1cc1n(c2=O)-c2cc3ccccc3nc2C1,?,·,4%&4%&7%
CC(C)n1c(=O)c(C=Nc2ccc(S(N)(=O)=O)cc2)c(O)n(Cc2ccco2)c1=O,-8%,-19%,4%
